# High-throughput results from PubChem BioAssay.
# GLP1R ag: agonists of human GLP-1 receptor; P43220; HEK293 GLP-1R CRE-luciferase, luminescence, 4-6 h; cells express a hypersensitive GLP-1R form; Potency, µM (doses to about 45.6 µM), inactives show top-dose activation, most hits filed as activators; 380,000 tested, 0.007% active; AID 624172; also: % of control where 0% means no effect
# Target sequence (P43220 whole entry, looked up): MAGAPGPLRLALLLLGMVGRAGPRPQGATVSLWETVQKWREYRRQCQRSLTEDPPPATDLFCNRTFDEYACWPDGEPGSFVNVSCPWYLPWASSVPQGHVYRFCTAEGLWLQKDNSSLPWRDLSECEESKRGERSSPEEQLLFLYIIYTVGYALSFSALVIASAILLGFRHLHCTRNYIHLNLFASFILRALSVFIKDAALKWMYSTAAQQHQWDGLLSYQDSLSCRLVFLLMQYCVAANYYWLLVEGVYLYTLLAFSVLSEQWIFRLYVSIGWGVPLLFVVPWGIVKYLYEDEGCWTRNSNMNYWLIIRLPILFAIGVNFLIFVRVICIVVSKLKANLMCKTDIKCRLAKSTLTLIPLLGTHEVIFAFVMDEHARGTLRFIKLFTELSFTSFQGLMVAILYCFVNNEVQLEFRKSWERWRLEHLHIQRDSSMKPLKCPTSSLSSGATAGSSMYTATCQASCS
# KB-3-1 tox: KB-3-1 parental cell cytotoxicity | KB-3-1 viability, CellTiter-Glo ATP luminescence, 72 h | 400,000 tested, 1.4% active | Potency, µM (highest dose often 46.1 µM), without a hit: at the highest dose activity change, negative = cytotoxic, usual class: cytotoxic | AID 1347075; also: % is scaled to controls: 0 for no effect and ±100 for the full control effect; nearly all actives have a fitted effect of over 60% in size
#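 Cytotoxicity measured as CellTiter-Glo luminescence after 72 h at 37 C. Compound titrations were pinned onto drug-naive KB-3-1 parental adenocarcinoma cells grown in DMEM with 10% FBS, and normalized data fitted to concentration-response curves.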
# HT1080 IDH1KD tx: toxicity to HT-1080 IDH1 knockdown cells (counter line). HT-1080 IDH1 knockdown viability, ATP luminescence, 48 h. AID 686971. Potency, µM (highest dose often 46.1 µM), inactives show at the top dose activity, negative = toxicity, most hits filed as cytotoxic. 360,000 tested, 2% active;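 also: 0% = DMSO wells and -100% = cell-free medium wells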
#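 % activity derives from luminescence (CellTiter-Glo), normalised to DMSO and no-cell wells. HT-1080-IDH1KD cells, 750/well, had 48 h compound exposure at 37 °C.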
# TDP-43 yeast inh: TDP-43 toxicity inhibition in yeast | TDP-43 expressing yeast growth rescue, BacTiter-Glo, 24 h | Potency, µM (doses to about 46.1 µM), inactives show at the highest dose growth rescue (activation), hits mostly activators | 410,000 tested, 1.8% active; also: % of control where 0% means no effect; nearly all actives have a fitted effect of over 50% in size
#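 Galactose-induced TDP-43 yeast, OD600=0.02, compound pinned; 24 hr, 30 deg C; BacTiter-Glo luminescence for growth. Inhibitors of TDP-43 toxicity read as activators.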
# KB-V1 MDR tox: KB-V1 MDR subline cytotoxicity. KB-V1 MDR cells viability, CellTiter-Glo, 72 h. Potency, µM (series often up to 46.1 µM), inactives show at the highest dose activity change, negative = cytotoxicity, actives largely listed as cytotoxic. 400,000 tested, 3.4% active; also: % is scaled to controls: 0 for no effect and ±100 for the full control effect; nearly all actives have a fitted effect of over 60% in size
#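 KB-V1 cells (P-gp-expressing MDR subline of KB-3-1) in phenol-red-free DMEM with 10% FBS were exposed to library compounds over a concentration series for 72 h at 37 degrees C. Viability read by CellTiter-Glo luminescence; concentration-effect curves fitted after normalization.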
# SW480 rereplic: induces DNA re-replication in SW480 colon adenocarcinoma cells. Potency, µM (doses to about 46.1 µM), without a hit: at the highest dose re-replication activation, hits mostly activators. SW480 DNA re-replication, Hoechst DNA content imaging, 48 h. 340,000 tested, 1.8% active; also: % of control where 0% means no effect; nearly all actives have a fitted effect of over 55% in size
#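 Cells (250 per well) received 23 nL compound or DMSO by pin tool and were kept 48 hr at 37 C, 5% CO2. Nuclei were then stained with Hoechst for 40 min and scanned for DNA content.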
# HT1080NT lethal: kills 2HG-producing HT-1080-NT fibrosarcoma cells | HT-1080-NT fibrosarcoma viability, CellTiter-Glo ATP luminescence, 48 h | Potency, µM (series often up to 46.1 µM), inactives show at the top dose activity, negative = less viability, usual class: cytotoxic | 360,000 tested, 1.6% active;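 also: NT is the 2HG producing partner of a matched IDH1 knockdown line; 0% = DMSO-treated cells and -100% = media-only wells without cells; nearly all actives have a fitted effect of over 55% in size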
#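 750 cells/well, RPMI + 5% FBS; 2 h settle, compound pin-transfer, 48 h at 37 degrees C. CellTiter-Glo 10 min RT, luminescence. Normalized to DMSO and media-only wells.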
# GLP1R cytotox: cytotoxic in the GLP-1 receptor inverse agonist counter-screen. 410,000 tested, 0.13% active. AID 624418. Potency, µM (titrated, usually from 38.3 µM), for inactives: top-dose activity change, negative = inhibition, usual class: inhibitors. HEK293 cAMP-luciferase reporter cells, luminescence, 24 h;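 also: loss of luciferase light is scored as toxicity; % is scaled to controls: 0 for no effect and ±100 for the full control effect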
#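 Compound-treated cells are incubated 24 hr at 37 deg C under 5% CO2 after a 12 hour attachment period, then luciferase detection reagent is added and luminescence is measured following 12 min at room temperature; lowered signal indicates toxicity.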
# GLP-1R inv ag: acts as inverse agonist at human GLP-1 receptor; AID 624417; HEK293 GLP-1R CRE-luciferase, luminescence, 24 h; GLP-1R form is constitutively active; Potency, µM (highest dose often 38.3 µM), inactives show top-dose activity change, negative = inhibition, hits mostly inhibitors; 410,000 tested, 1.6% active; also: % is scaled to controls: 0 for no effect and ±100 for the full control effect; nearly all actives have a fitted effect of over 55% in size
#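 qHTS in 1536-well format: reporter HEK293 cells expressing constitutive GLP-1R activity in DMEM + 10% Nu serum, 24 hr with compounds at 37 deg C, luminescence read after 12 min with detection reagent.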
# An asterisk follows results filed as active; ? = inconclusive; · = no result given; & = joins results of further samples; [ ] = dose if it differs, or a comment. Calls follow the shape of the dose curve; as a rule, active = well fitted curve in the direction sought with a large enough effect; inconclusive = small, poorly fitted or top-dose-only effect, or another doubt; inactive = no such curve, though single readings can be large; an effect the other way counts as inactive or inconclusive. Potency is read from the fitted curve at half-maximal effect.
Compound,GLP1R ag,KB-3-1 tox,HT1080 IDH1KD tx,TDP-43 yeast inh,KB-V1 MDR tox,SW480 rereplic,HT1080NT lethal,GLP1R cytotox,GLP-1R inv ag
Cc1cc(C)c2c(N)c(C(=O)c3ccccc3)sc2n1,-1%,-4%,23%,12%,-15%,-2%,17%,126%[activator],71%[activator]
O=C(Nc1ccc(S(=O)(=O)Nc2nccs2)cc1)c1c(F)c(F)c(F)c(F)c1F,3%,·,-10%,-15%,·,-3%,0%,3%,-4%
Nc1nnc(N2CCc3ccccc32)s1,-6%,5%,12%,0%,18%,0%,26%,6%,17%
Cc1ccc(C)c(NC(=O)c2cccc(Oc3ccc([N+](=O)[O-])cc3Cl)c2)c1,-1%,-3%,-4%,-2%,4%,22%,-5%,-19%,?
Cc1cc(Nc2ccccc2)nc(-c2ccccc2O)n1,21%,0%,4%[9.24 µM],1%,-14%,1%,?,-2%,?
COc1ccc(N2CCN(C(=O)c3ccc(NS(=O)(=O)c4ccc(F)cc4)cc3)CC2)cc1,-3%,-7%,-21%,-4%,-16%,3%,-12%,8%,-2%
O=C(CN1C(=O)C2C3C=CC(C3)C2C1=O)Nc1nc(SCc2ccc(Cl)cc2)n[nH]1 (stereo not drawn),-7%,6%,-9%,7%,-3%,2%,-4%,4%,-1%
O=C(CN1CCC(C(O)(c2ccccc2)c2ccccc2)CC1)Nc1cc(Cl)ccc1Cl,-2%,-16%,-16%,-18%,18µM*,?,-9%,-8%,11%
c1cnc2c(OCc3cn4cccnc4n3)cccc2c1,-3%,-1%,0%,-15%,-5%,-2%,-2%,9%,10%
CC(C)N1CC2(c3ccccc3)CN(C(C)C)CC(c3ccccc3)(C1)C2=O,-4%,1%,8%,0%,17%,-13%,1%,-1%,-2%
O=C(c1cnn2c(C(F)F)cc(-c3ccccc3)nc12)N1CCSCC1,8%,16%,1%,0%,-24%,-14%,1%,16%,0%
O=S(NC1CCCCC1)C12CC3CC(CC(C3)C1)C2 (stereo not drawn),7%,-3%,-4%,-25%,-6%,-10%,-1%,-15%,0%
CCN1CCN(S(=O)(=O)c2cccc3nsnc23)CC1,2%,1%,3%[9.24 µM],-10%,20%,0%,3%,-11%,13%
Nc1nc(NCC(=O)O)nc(NCc2ccccc2)c1[N+](=O)[O-],5%,-4%,0%,6%,5%,1%,5%,-28%,5%
CCOC(=O)C1CCN(C(=O)CNS(=O)(=O)c2ccc(Br)s2)CC1,0%,-1%,-1%,-4%,?,-10%,8%,-11%,0%
Cc1ncc(CN2CCC(C(=O)Nc3cccc(-c4cscn4)c3)CC2)cn1,4%,27%,-10%,-22%,?,-27%,-2%,28%,11%
CCCn1c2ccc(C)cc2c2n[nH]c(=S)nc21,10%,4%,-11%,11%,-17%,15µM*,-11%,6%,141%[activator]
CCCCn1c(N)c(N(CC)C(=O)c2ccco2)c(=O)[nH]c1=O,9%,0%,0%,0%,11%,-1%,1%,3%,-5%
COc1ccc(OC)c(CN2CCCC(CO)C2)c1 (stereo not drawn),0%,-9%,-19%,-29%,7%,?,?,4%,-1%
Cc1ccccc1N1CCN(c2ccccc2NC(=O)/C=C\C(=O)O)CC1,-3%,11%,-5%,0%,8%,-6%,6%,-9%,1%

# For reference, part of the list above.
Compound,GLP1R ag,KB-3-1 tox,HT1080 IDH1KD tx,TDP-43 yeast inh,KB-V1 MDR tox,SW480 rereplic,HT1080NT lethal,GLP1R cytotox,GLP-1R inv ag
Cc1cc(C)c2c(N)c(C(=O)c3ccccc3)sc2n1,-1%,-4%,23%,12%,-15%,-2%,17%,126%[activator],71%[activator]
O=C(Nc1ccc(S(=O)(=O)Nc2nccs2)cc1)c1c(F)c(F)c(F)c(F)c1F,3%,·,-10%,-15%,·,-3%,0%,3%,-4%
Nc1nnc(N2CCc3ccccc32)s1,-6%,5%,12%,0%,18%,0%,26%,6%,17%
Cc1ccc(C)c(NC(=O)c2cccc(Oc3ccc([N+](=O)[O-])cc3Cl)c2)c1,-1%,-3%,-4%,-2%,4%,22%,-5%,-19%,?

# Other records:
Compound,GLP1R ag,KB-3-1 tox,HT1080 IDH1KD tx,TDP-43 yeast inh,KB-V1 MDR tox,SW480 rereplic,HT1080NT lethal,GLP1R cytotox,GLP-1R inv ag
O=C(COC(=O)c1ccc2c(c1)OCO2)NC1CCS(=O)(=O)C1 (stereo not drawn),-11%,10%,13%,-4%,22%,-8%,11%,3%,1%
CC1CC(c2ccccc2)n2nc(N3C(=O)c4ccccc4C3=O)nc2N1 (stereo not drawn),-19%,-9%,10%[9.24 µM],0%,4%,-8%,11%,-9%,3%
Cc1ccc(NC(=O)CC(C)CC2=NS(=O)(=O)c3ccccc3N2)cc1 (stereo not drawn),2%,-3%,-1%,2%,-16%,18%,-20%,6%,7%
CC(=O)Nc1ccc(NC(=O)C(C)OC(=O)CCCc2c[nH]c3ccccc23)cc1 (stereo not drawn),11%,0%,-4%,-13%,0%,6.5µM*,22%,0%,2%
Cc1ccc(-c2n[nH]c(=S)n2/N=C/c2c(C)nn(-c3ccccc3)c2C)cc1,1%,-28%,-1%,?,-16%,?,-4%,-15%,28%
Cn1c(N)c(C(=O)COC(=O)C2CCCCC2)c(=O)n(C)c1=O,2%,-2%,-2%,-7%,-12%,-9%,6%,1%,4%
CC(=O)Nc1cccc(OCC(=O)NS(=O)(=O)c2ccc(C)cc2)c1,-6%,4%,-10%,-11%,11%,-17%,11%,4%,-2%
O=C(Cn1cc(S(=O)(=O)c2ccccc2)c(=O)c2cc3c(cc21)OCO3)Nc1ccc(Cl)cc1,0%,-13%,·,7%,22%,·,·,3%,-1%
Cc1ccccc1CNC(=O)C1CCN(c2nn3cc(-c4ccc(F)cc4)nc3s2)CC1,·,3%,·,3%,10%,·,·,-1%,9%
COc1ccccc1-n1c(CCn2nc(C)c(Br)c2C)n[nH]c1=S,1%,12%,20%,12%,20%,1%,9%,-1%,15%
O=C(COC(=O)c1cccc(S(=O)(=O)N2CCCCC2)c1)NC1CCCc2ccccc21 (stereo not drawn),2%,0%,0%,8%,5%,7%,0%,11%,-5%
CCn1c(SCC(=O)Nc2nccs2)nnc1-c1cc2cccc(OC)c2o1,4%,9%,18%,1%,14%,-3%,1%,5%,30%
COc1ccc(Cc2nnc(NC(=O)c3cccc([N+](=O)[O-])c3)s2)cc1,3%,-1%,-30%,-16%,-2%,-5%,-18%,7%,19%
COC(=O)c1cccc2c1C(=O)c1cc([N+](=O)[O-])ccc1-2,2%,5%,10%,21%,7%,·,3%,3%,10%
COc1ccc(-c2n[nH]c(=S)n2-c2ccc(Br)cc2)cc1OC,4%,8%,5%,?,10%,-23%,-4%,2%,9%
O=C(CCN1C(=O)C2C3C=CC(C4CC34)C2C1=O)Nc1ccc(Cl)cc1O (stereo not drawn),4%,·,-2%,25%,·,0%,-11%,-29%,?
Cc1ccc(CNC(=O)Cn2c(=O)n(-c3ccc(Cl)cc3)c(=O)c3c(C)c(C)sc32)cc1,·,18%,·,-11%,?,·,·,0%,-9%
COc1ccccc1N1CCN(C(=O)C2CCN(S(=O)(=O)c3ccc(Cl)cc3)CC2)CC1,13%,-2%,-1%,1%,-22%,16%,5%,-8%,0%
CCCCN1C=C(C(=O)OCC)C(=O)CC1,9%,0%,0%,?,0%,-39%[inhibitor],3%,3%,2%
Cc1ccc(NC(=O)Cc2c(O)c3ccccc3[nH]c2=O)c(C)c1,1%,0%,-1%,2%,1%,-36%[inhibitor],2%,-14%,2%

# (list continues)
Compound,GLP1R ag,KB-3-1 tox,HT1080 IDH1KD tx,TDP-43 yeast inh,KB-V1 MDR tox,SW480 rereplic,HT1080NT lethal,GLP1R cytotox,GLP-1R inv ag
COc1ccc(-c2nc(SCC(=O)NC3CCCC3)c(-c3ccc(C)cc3)[nH]2)cc1OC,·,-10%,·,13%,-7%,·,·,-3%,?
CCOc1cccc2cc(C(=O)N3CC(C)OC(C)C3)c(=O)oc12 (stereo not drawn),-1%,1%,4%,-2%,13%,-14%,-1%,2%,7%
CCCN1CCN(C(=S)Nc2ccccc2C(F)(F)F)CC1,-2%,21µM*,-13%,0%,3.3µM*,-1%,0%,-13%,?
CC(C)NS(=O)(=O)c1cc(C(=O)O)ccc1Cl,10%,-5%,-4%,-6%,-4%,-1%,-3%,9%,0%
C=CCNc1ccc(N2C(=O)CCCC2=O)cc1[N+](=O)[O-],1%,0%,2%,11%,6%,-9%,-1%,-8%,6%
O=C(Nc1ccc2nc3n(c(=O)c2c1)CCCC3)c1cc([N+](=O)[O-])ccc1F,-23%,-3%,?,5%,16µM*,15µM*,-20%,11%[1.53 µM],?
O=C(NCCOc1ccccc1)C1C(=O)Nc2ccccc2C(=O)N1C1CCCCC1 (stereo not drawn),·,6%,-2%,15%,-21%,·,0%,-6%,-2%
Cc1oc(-c2cccc(C(F)(F)F)c2)nc1CN1CCN(c2ccccn2)CC1,20%,-9%,?,1%,2%,24%,-27%,-8%,?
CCN(C(=O)COC(=O)C1CC1C)c1c(N)n(Cc2ccccc2)c(=O)[nH]c1=O (stereo not drawn),-14%,1%,7%,14%,5%,-2%,11%,0%,16%
COC(=O)CNC(=O)C(Cc1ccccc1)NS(=O)(=O)c1ccc2c(c1)c(=O)n(C)c(=O)n2C (stereo not drawn),-7%&0%,7%&0%,0%,4%&-14%,8%&-10%,6%,-14%,8%&-3%,4%&2%
O=C(COc1cc(O)c2c(=O)cc(-c3ccccc3)oc2c1)c1ccccc1,-6%,0%,8%,3%,-14%,-3%,9%,2%,0%
Cc1ccc2[nH]c(=O)c3cc(C(=O)NC(C)C)sc3c2c1,0%,1%,9%,-23%,2%,-17%,12%,-3%,22%
CC1=C(C(=O)N(C(C)C)C(C)C)CC(CC(=O)NC2CCCCC2)C(=O)N1Cc1ccc(F)cc1 (stereo not drawn),3%,0%,17%,10%,14%,·,13%,-11%,-9%

# The order is random. Share with any hit: about 9.4%.
